# Compound activity as filed in PubChem.
# TRPC6 inhibitor = inhibitors of mouse TRPC6 channel; HEK293-TRPC6, membrane potential dye, ACh-evoked depolarization; hits give low values; B-score at 10 µM; hit rate 1.1% among 310,000; AID 2553;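 active = B-score under library mean minus 3 SD, initial fluorescence not abnormally high, positive integrated signal ratio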;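 also: B-score derived from integrated fluorescence ratio over the kinetic read; more negative B-score means stronger inhibition of depolarization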
# TRPC6 activator = mouse TRPC6 channel activation. Q61143. HEK293-TRPC6 membrane potential dye fluorescence; hits give high values. B-score at 10 µM. hit rate 0.13% among 310,000;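 active = B-score of the integrated fluorescence ratio above library mean plus 3 SD, and starting fluorescence ratio within library mean plus 5 SD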;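 also: higher score means more depolarization so channel activation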
# MrgX1 antag = antagonists of human MrgX1 receptor; Q96LB2; MRGX1-HEK293 calcium flux, Fluo-4, BAM8-22 antagonism; hits give low values; B-score at 10 µM; hit rate 1.3% among 310,000;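 active = calcium-response B-score plate-corrected more than 3 library SD below zero, starting fluorescence within 5 deviations, no agonist response on first addition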;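 also: peak minus trough fluorescence over baseline after final BAM8-22 challenge near maximal dose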
# RGS4 inh = inhibitors of human RGS4; P49798; HEK293 M3R/RGS4 inducible, Fluo-4 calcium flux; hits give high values; triggered by carbachol at its EC20; B-score at 10 µM; hit rate 0.45% among 310,000; AID 463165;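 active = B-score, a plate-corrected calcium signal, over three deviations above library mean, with baseline fluorescence within five deviations of library mean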;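 also: RGS4 expression induced by doxycycline in cells with stable M3 receptor; B-score is computed from the integrated fluorescence ratio over baseline after carbachol; higher B-score means a larger calcium signal and so more RGS4 inhibition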
# MrgX1 PAM = allosterically activates human MrgX1 receptor signaling | Q96LB2 | MrgX1-HEK293, Fluo-4 calcium flux, FDSS; hits give high values | B-score at 10 µM | hit rate 0.63% among 310,000 | AID 588675;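 active = plate-corrected calcium response at least 3 library SD above typical, normal starting fluorescence, not activating the receptor alone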;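 also: compound read alongside a low EC10 to EC30 dose of BAM8-22 agonist; peak minus trough fluorescence over baseline measured at the second addition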
# SKKanGAS inh = SKKanGAS growth inhibition; S. pyogenes SKKanGAS, kanamycin growth, BacTiter-Glo, 6 h; inhibition, % at 7.5 µM; hit rate 1.3% among 300,000; AID 1662;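 active = mean replicate score, as percent of positive control median, at least 50; inconclusive = mean below 50 but one replicate at or above 50; inactive = mean and every replicate below 50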;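 also: strain carries kanamycin resistance gene driven by streptokinase promoter and grows in 40 µg/ml kanamycin; loss of luminescence reflects streptokinase promoter inhibition or plain growth inhibition; 0% = median of DMSO wells and 100% = positive control at its reference dose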
# HIF activator = HIF pathway transcriptional activation. U2OS HRE-luciferase reporter, luminescence; normalized: DMSO 0%, desferrioxamine 100%. activation, % at 7.5 µM (by protocol). hit rate 0.32% among 300,000;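 active = mean activation of at least 10% of the iron chelator positive control signal, with at least half of replicates also reaching 10%; inconclusive = mean and replicate majority disagree about reaching 10%; inactive = mean and most replicates under 10%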
# MrgX1 agonist = activates human MrgX1 receptor signaling | AID 588627 | hit rate 0.44% among 310,000 | MrgX1-HEK293 cells, Fluo-4 calcium fluorescence, agonist mode; hits give high values | B-score at 10 µM | Q96LB2;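 active = calcium response B-score plate-corrected fluorescence ratio at least 3 library SD, with starting fluorescence B-score inside 5 SD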
#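 Assay system: stable human MrgX1 HEK293 cell line. Quantity: 15,000 cells per well. Schedule: cells plated overnight, dye loaded 0.5 h 37 °C, 0.5 h room temperature. Detection: Fluo-4 NW calcium-flux fluorescence, kinetic read. Read-out basis: peak-minus-minimum fluorescence over baseline, converted to B scores. Control set: positive and negative control wells on each plate.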
# Platelet DG rel = platelet dense granule release activity; human platelet-rich plasma, SFLLRN dense granule ATP release, luminescence; inhibition, %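 (compounds screened at 7.5 µM in platelet-rich plasma)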; hit rate 0.22% among 300,000; AID 1663;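 active = mean replicate score, as percent of positive control, at or above 50; inconclusive = mean below 50 but at least one replicate at or above 50; inactive = mean and every replicate below 50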
# RGS4 pot = potentiators or activators of RGS4; HEK293 M3R/inducible RGS4, carbachol calcium flux Fluo4; hits give low values; B-score at 10 µM; hit rate 0.92% among 310,000; AID 463111;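 active = B-score of the integrated calcium signal more than 4 SD below the library mean, with starting fluorescence not abnormally high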;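 also: negative B-score means reduced calcium response which marks RGS4 activation or potentiation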
#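 Assay system: Inducible-RGS4 HEK293 cells carrying M3 receptor | Schedule: Compound preincubation 20 min at room temperature before agonist | Signal: Kinetic calcium fluorescence imaging with Fluo4-AM dye, 2 µM | Read-out basis: B score from integrated fluorescence ratio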
# TRPC4 block = blocks the mouse TRPC4 cation channel. HEK293 TRPC4beta/mu-opioid, DAMGO-evoked Fluo4 calcium flux; hits give low values. B-score at 10 µM. hit rate 0.39% among 300,000. AID 2247;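 active = B-score over 3 SD under the library average, no early fluorescence shift, positive overall ratio signal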
# Target sequence (Q9QUQ5 whole entry, looked up): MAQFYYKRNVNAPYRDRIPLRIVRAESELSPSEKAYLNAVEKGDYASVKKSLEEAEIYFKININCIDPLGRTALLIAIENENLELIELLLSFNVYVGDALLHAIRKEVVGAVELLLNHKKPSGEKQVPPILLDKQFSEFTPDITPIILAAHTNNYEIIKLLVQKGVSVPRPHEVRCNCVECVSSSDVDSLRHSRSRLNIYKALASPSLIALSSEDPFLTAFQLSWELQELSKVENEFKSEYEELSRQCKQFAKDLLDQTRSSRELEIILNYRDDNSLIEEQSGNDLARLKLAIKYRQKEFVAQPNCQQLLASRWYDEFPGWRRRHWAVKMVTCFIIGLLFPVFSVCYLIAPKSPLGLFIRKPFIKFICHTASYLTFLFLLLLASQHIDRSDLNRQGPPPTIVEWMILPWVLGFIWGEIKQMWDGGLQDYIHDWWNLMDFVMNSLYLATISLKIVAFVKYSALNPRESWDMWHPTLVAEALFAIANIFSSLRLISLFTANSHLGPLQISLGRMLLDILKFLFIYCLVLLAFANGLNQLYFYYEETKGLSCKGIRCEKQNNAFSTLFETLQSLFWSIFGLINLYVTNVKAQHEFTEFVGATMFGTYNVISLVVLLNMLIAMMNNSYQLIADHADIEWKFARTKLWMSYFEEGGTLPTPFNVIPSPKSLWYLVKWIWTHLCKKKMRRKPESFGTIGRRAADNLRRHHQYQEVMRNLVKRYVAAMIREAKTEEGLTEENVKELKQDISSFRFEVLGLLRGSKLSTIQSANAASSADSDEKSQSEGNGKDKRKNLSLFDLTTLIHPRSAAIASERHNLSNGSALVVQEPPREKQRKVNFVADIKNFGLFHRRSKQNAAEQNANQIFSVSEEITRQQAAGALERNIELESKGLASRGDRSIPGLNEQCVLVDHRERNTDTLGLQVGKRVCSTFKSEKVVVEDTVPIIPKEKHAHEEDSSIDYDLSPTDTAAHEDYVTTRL
#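 System: stable TRPC4beta/mu-opioid receptor HEK293 cells; Dosing: single-point compound dosing; Measured by: Fluo4 Ca2+ flux fluorescence; Read-out basis: per-well B score of integrated baseline-normalized Fluo4 ratio.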
# * marks the source's active call; other numbers are inactive results; i = inactive; ? = inconclusive; . = no result given.
compound	TRPC6 inhibitor	TRPC6 activator	MrgX1 antag	RGS4 inh	MrgX1 PAM	SKKanGAS inh	HIF activator	MrgX1 agonist	Platelet DG rel	RGS4 pot	TRPC4 block
O=C(NCc1ccc(Cl)cc1)C1CCC(CNc2c(N3CCCCC3)c(=O)c2=O)CC1 (stereo not drawn)	i	i	i	i	i	10	0.1	i	-11	i	i
O=C(NCC(=O)N1CCCC1)c1ccc(Br)cc1	i	i	i	i	i	1	0.0	i	-4	i	i
Cc1ccc(S(=O)(=O)N(C(=O)c2ccco2)c2cc3sc(=O)oc3c3ccccc23)cc1	i	i	i	i	i	2	-1.2	i	14	i	i
Cc1ccc(/C=C/C(=O)NCCc2ccccc2)o1	i	i	i	i	i	-7	1.1	i	-10	i	i
O=C(NCc1csc(-c2cccs2)n1)Nc1ccc(F)cc1F	i	i	i	i	i	-7	.	i	.	i	i
COc1ccc(C2(c3ccc(OC)cc3)NC(=O)N(CC(=O)Nc3ccccc3C)C2=O)cc1	i	i	i	i	i	3	0.1	i	3	i	i
COc1ccc(-c2cc3cc(OC)c(OC)cc3cn2)cc1OC	i	i	i	i	i	-6	1.7	i	3	i	i
O=c1[nH]c(=O)n(C2CCCCCC2)c(O)c1C=NCc1ccc(F)cc1	i	i	i	i	i	-2	0.9	i	-5	i	i
COc1ccc(CNC(=O)C2CCC(CNS(=O)(=O)c3ccccc3)CC2)cc1 (stereo not drawn)	i	i	i	i	i	-8	-0.3	i	-2	i	i
Cc1ccc(N2CC(C(=O)NCc3ccccn3)CC2=O)cc1 (stereo not drawn)	i	i	i	i	i	7	0.1	i	2	i	i
CCN(CC(=O)Nc1c(F)cccc1F)C(=O)CSc1ccc(F)cc1	i	i	i	i	i	-2	0.2	i	-1	i	i
COc1ccc(CNC(=S)Nc2cc(C)cc(C)c2)cc1	i	i	i	i	i	1	-0.1	i	0	i	i
COc1ccc(CCNC(=O)CC2COc3ccccc3O2)cc1OC (stereo not drawn)	i	i	i	13*	i	9	-0.2	i	1	i	i
COc1ccc2c(-c3ccccc3)cc(=S)[nH]c2c1	i	i	i	i	i	-1	0.4	i	-16	i	i
O=C(O)CN1C(=O)/C(=C\c2cn(-c3ccccc3)nc2-c2ccccc2)SC1=S	i	i	i	i	i	23	-0.3	i	-11	i	i
COC(=O)c1ccc(Nc2c([N+](=O)[O-])ccc3nonc23)cc1	i	i	i	i	i	2	-1.0	i	0	i	i
O=C1C(=O)N(CCCN2CCOCC2)C(c2cccs2)/C1=C(/O)c1ccc2c(c1)OCO2 (stereo not drawn)	i	i	.	i	.	9	-2.2	.	-2	i	i
CC(C)(C)OC(=O)N[C@@H](CC(=O)OCc1ccccc1)C(=O)O	i	i	i	i	i	-4	-0.3	i	0	i	i
Cc1noc(C)c1CSCC(=O)Nc1nc(-c2ccc(F)c(F)c2)cs1	i	i	i	i	i	-6	0.1	i	12	i	i
O=C(NCC1CCCO1)c1cccc(N2C(=O)C3C4C=CC(C4)C3C2=O)c1 (stereo not drawn)	i	i	i	i	i	-5	-0.7	i	7	i	i
CCCCn1c(N)c(N(CCC(C)C)C(=O)c2ccc([N+](=O)[O-])s2)c(=O)[nH]c1=O	i	i	i	i	i	8	-0.2	i	13	i	i
CC(C)C[C@@H](CO)NC(=O)CC[C@H](NC(=O)OC(C)(C)C)C(=O)N(Cc1ccccc1)Cc1ccccc1	i	i	i	i	i	5	-3.3	i	-2	i	i
Cc1cccc(/C=N/Nc2ccc3ccccc3n2)c1	i	i	i	i	i	-17	0.1	i	0	i	i
CC(C)CCC(CCN1CCOCC1)c1ccc2c(c1)OCO2 (stereo not drawn)	i	i	i	i	i	-10	-0.5	i	0	i	i
CN(CCO)c1cc(NCCCN2CCC(Cc3ccccc3)CC2)c2nonc2c1[N+](=O)[O-]	i	i	i	i	i	-5	-0.7	i	5	i	i
C/C(=N/NC(=O)CNC(=O)c1cccnc1)c1cccc([N+](=O)[O-])c1	i	i	i	i	i	?	-0.1	i	1	i	i
CCN=C1S/C(=C\c2cc(OCC)c(O)cc2Br)C(=O)N1CC	i	i	i	i	i	20	0.6	i	2	i	i
CC(NC(=O)COC(=O)C1CCN(c2ccc(C(F)(F)F)cn2)CC1)c1ccc(Br)cc1 (stereo not drawn)	i	i	i	i	i	1	-0.5	i	2	i	i
Cc1ccc(C)c(-c2csc(-c3cccnc3)n2)c1	i	i	i	i	i	19	-14	i	2	i	i
O=C(NCCN1C(=O)S/C(=C\c2cccnc2)C1=O)c1ccc(S(=O)(=O)N2CCCC2)cc1	i	i	i	i	i	1	-0.3	i	5	i	i
Nc1nonc1C(=O)N/N=C/c1ccc(-c2cccc([N+](=O)[O-])c2)o1	i	i	i	i	i	-2	2.8	i	-1	i	i
CCOC(=O)/C(C#N)=C\c1ccc2c(c1)OCO2	i	i	i	i	i	-3	1.3	i	9	i	i
Cc1cccc(/C(N)=N/OC(=O)Cc2ccccc2)c1	i	i	i	i	i	26	2.9	i	1	i	i
O=C(/C=C/c1ccccc1)NNC1=NS(=O)(=O)c2ccccc21	i	i	i	i	i	4	-0.3	i	7	i	i
COc1ccc(-c2csc(NC(=O)c3ccc(N4C(=O)CCC4=O)cc3)n2)cc1OC	i	i	i	i	i	4	-0.7	i	-15	i	i
COc1ccc(C(=O)CCC(=O)Nc2ccc(Cl)cc2)cc1	i	i	i	i	i	-13	0.2	i	-2	i	i
O=Cc1cccc2ccc3cccc(C(=O)O)c3c12	i	i	i	i	i	1	0.0	i	-15	i	i
CC(NCc1ccccc1Cl)C(=O)Nc1ccc(S(=O)(=O)N2CCCC2)cc1 (stereo not drawn)	i	i	i	i	i	23	0.0	i	1	i	i
COc1ccc(OCCSc2nc(C)nc3ccccc23)cc1	i	i	i	i	i	4	-0.5	i	0	i	i
O=C(NCCO)Nc1ccc(Cl)cc1	i	i	i	i	i	-4	-0.2	i	5	i	i
CC1CCCCN1CCCNC(=O)CN1C(=O)c2cccnc2Oc2ccc(Cl)cc21 (stereo not drawn)	i	i	i	i	i	-1	0.5	i	2	i	i
Cc1cc2cc(CNC(=O)c3ccc(Br)o3)ccc2n1C	i	i	i	i	i	3	-0.6	i	6	i	i
CCN1CCCC1CNS(=O)(=O)c1cc(Br)cc2c1N(C(=O)C1CC1)CC2 (stereo not drawn)	i	i	i	i	i	-3	0.1	i	3	i	i
COc1ccc(C(CC(=O)O)NC(=O)COc2ccccc2OC)cc1OC (stereo not drawn)	i	i	i	i	i	-7	-0.5	i	-1	i	i
CC(=O)NC(=S)Nc1ccc(S(=O)(=O)Nc2nc(C)cc(C)n2)cc1	i	i	i	i	i	-3	0.5	i	0	i	i
CCOc1cccc(C2/C(=C(/O)c3ccc4c(c3)CC(C)O4)C(=O)C(=O)N2Cc2ccncc2)c1 (stereo not drawn)	i	i	i	i	i	2	-0.4	i	-3	i	i
CCOC(=O)c1cnc(SC)nc1Sc1cc(Cl)ccc1Cl	i	i	i	i	i	-2	-0.1	i	-9	i	i
CCC1CCCCN1CCCNC(=O)c1ccc(N2CCCC2=O)cc1 (stereo not drawn)	i	i	i	i	i	-3	-0.3	i	-4	i	i
CC(C)CCNC(=O)C(c1cccs1)N(CC1CCCO1)C(=O)Cn1nnc2ccccc21 (stereo not drawn)	i	i	i	i	i	-5	0.0	i	-7	i	i
COc1ccccc1CN(Cc1nc2ccccc2c(=O)[nH]1)C(=O)Nc1ccccc1C	i	i	i	i	i	-4	0.2	i	4	i	i
Cc1ccc(/C=N/NC(=O)CSc2nc3ccccc3o2)cc1	i	i	i	i	i	-6	2.5	i	18	i	i
NC(=O)c1nn(-c2ccccc2)nc1N	i	i	i	i	i	-1	0.2	i	-4	i	i
CCn1c(CSc2nnc(-c3ccncc3)n2C)nc2cc(C(=O)O)ccc21	i	i	i	i	i	5	-0.3	i	2	i	i
COc1ccc(-c2cn[nH]c2-c2ccc(OC)cc2)cc1	i	i	i	i	i	75*	-0.2	i	1	i	i
COc1ccc(N(C)S(=O)(=O)c2cccc(C(=O)N3CCN(S(=O)(=O)c4ccc(C)cc4)CC3)c2)cc1	-8.3*	12*	i	i	i	-8	-0.5	i	-7	i	i
CCOC(=O)c1c(NC(=O)CN2CCC(C)CC2)sc(C)c1C	i	i	i	i	i	7	-0.6	i	15	i	i
CCN1CCN(C2CCCCC2NS(=O)(=O)c2ccccc2)CC1 (stereo not drawn)	i	i	i	i	i	2	-0.1	i	9	i	i
Fc1ccc(C2CC(c3ccccc3)n3ncnc3N2)cc1 (stereo not drawn)	i	i	i	i	i	-5	-0.1	i	?	i	i
COC(=O)CN1C(=O)[C@H]2[C@@H](c3ccc(C)o3)N3C(=O)CN(Cc4ccccc4)C(=O)[C@@]3(Cc3ccccc3)[C@H]2C1=O	i	i	i	i	i	3	-0.1	i	0	i	i
CC(Oc1ccccc1)C(=O)N1CCc2ccccc2C1 (stereo not drawn)	i	i	i	i	i	-3	0.1	i	-5	i	i

# Next results follow:
compound	TRPC6 inhibitor	TRPC6 activator	MrgX1 antag	RGS4 inh	MrgX1 PAM	SKKanGAS inh	HIF activator	MrgX1 agonist	Platelet DG rel	RGS4 pot	TRPC4 block
CC(=O)Nc1ccnc(-c2cccnc2)n1	i	i	i	i	i	-6	-0.2	i	-9	i	i
CC1(C)Cc2c(cnn2-c2ccccc2)C(NC(=O)CCCN2CCCC2=O)C1 (stereo not drawn)	i	i	i	i	i	61*	-0.2	i	4	i	i
NC1=NC(c2ccc([N+](=O)[O-])cc2)N(c2ccc(F)cc2)C(N)=N1 (stereo not drawn)	i	i	i	i	i	0	0.6	i	0	i	i
COC(=O)CCCC1=CC2=C(c3ccccc3)C(=O)C(C)(OC(=O)C3CCCC3)C(=O)C2=CN1CCN1CCOCC1 (stereo not drawn)	i	i	i	i	i	-3	0.1	i	5	i	i
Cc1ccsc1/C=N/NC(=O)c1ccccn1	i	i	i	i	i	4	1.7	i	10	i	i
